# Screening data as filed in PubChem.
# TTR transcr act: TTR transcription activation, primary screen | SH-SY5Y TTR promoter Gaussia luciferase, luminescence; 100% = recombinant luciferase protein wells | activation, % at 16.7 µM | 1.3% of 92,000 active;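 active = activation above the mean of all tested compounds plus 3 SD, cut at about 9.5% in these data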;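 note: cells exposed to compounds for one day before reading; 0% = median of all test compound wells on the plate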
# An asterisk follows results filed as active. These rows are one share of the data. The share of hits here may be higher or lower than overall.
SMILES,TTR transcr act
N#CC1C(C#N)N2CCCN2C1c1ccc(Br)cc1 (stereo not drawn),0.3
CCOC(=O)C1CCCN(C(=O)C2CCC(CNS(=O)(=O)c3ccc(NC(C)=O)cc3)CC2)C1 (stereo not drawn),-1.8
COc1ccc(NC(=O)c2[nH]c(C)c(C(C)=O)c2C)cc1S(=O)(=O)Nc1ccc(Br)cc1,-1.8
CCc1cc(CC)c(/C=N/NC(N)=O)c(CC)c1,2.6
Cn1cc(CN2CCCC(C(=O)Nc3cccc(-n4cccn4)c3)C2)cn1 (stereo not drawn),-0.1
CN1CCC(=NNC(=O)c2cn(-c3ccccc3)nc2-c2ccccc2)CC1,0.5
CC(C)C(NC(=O)c1ccc(C(C)(C)C)cc1)C(=O)N1CCC(C(N)=O)CC1 (stereo not drawn),1.7
COc1ccc(C(=O)NC2CCCc3c2cnn3-c2cc(F)cc(F)c2)c(OC)c1OC (stereo not drawn),12.6*
CCOc1ccc(CN2CCN(Cc3cc4ccccc4[nH]3)CC2CCO)cc1 (stereo not drawn),7.4
CC1CCC2(CC1)NC(=O)N(CC(=O)N1CCN(S(=O)(=O)c3ccccc3)CC1)C2=O (stereo not drawn),-0.4
COc1ccc(Br)cc1C(C[N+](=O)[O-])c1c(N)n(C)c(=O)n(C)c1=O (stereo not drawn),-2.1
Cc1ccccc1C(=O)Nc1nnc([C@@H]2C[C@H](O)[C@@H](CO)O2)s1,-0.3
Cc1ccc(OCCSc2nc3ccccc3n2CCC(=O)O)cc1,0.3
Cc1c(Cl)cccc1NC(=S)N(Cc1cccs1)C1CCCC1,4.2
CCOc1ccccc1NC(=O)CN(C)S(=O)(=O)c1ccc2[nH]c(=O)oc2c1,12.4*
COc1ccc(/C=c2\sc3nc(-c4ccccc4OC)nn3c2=O)c(OC)c1,0.7
COC(=O)c1ccccc1NC(=O)Nc1ccc(Br)cn1,2.3
Cc1ccc(NC(=O)N2C3CCCC2CC(NC(=O)C(C)(C)C)C3)cc1 (stereo not drawn),-1.0
Cc1c(C(=O)OCC(C)(C)CN(C)C)oc2ccccc12,0.9
CCC(C)Sc1ccc([C@@H]2[C@H]3C(=O)N(C)C(=O)[C@H]3[C@]3(C(=O)OC)CCCN23)cc1 (stereo partly drawn),0.4

# Three compounds out of the list above, ordered by the number in TTR transcr act, highest first.
SMILES | TTR transcr act
COc1ccc(C(=O)NC2CCCc3c2cnn3-c2cc(F)cc(F)c2)c(OC)c1OC (stereo not drawn) | 12.6*
CCC(C)Sc1ccc([C@@H]2[C@H]3C(=O)N(C)C(=O)[C@H]3[C@]3(C(=O)OC)CCCN23)cc1 (stereo partly drawn) | 0.4
COc1ccc(Br)cc1C(C[N+](=O)[O-])c1c(N)n(C)c(=O)n(C)c1=O (stereo not drawn) | -2.1

# Continued:
SMILES,TTR transcr act
CC(=O)Nc1nnc(-c2ccc3c(c2)CCCC3)o1,-1.0
COc1cccc(NC(=O)CN2C(=O)COc3ccc(C)cc32)c1,-1.5
C[C@@H]1CCCCO[C@H](CN(C)S(=O)(=O)c2cccs2)[C@H](C)CN([C@@H](C)CO)C(=O)c2cc(NC(=O)NC3CCCCC3)ccc2O1,-0.2
S=C(NCc1cccnc1)Nc1cccc2ccccc12,0.7
O=S(=O)(NCc1cccnc1)c1ccccc1,-0.2
Cc1ccc(S(=O)(=O)C2(C(=O)NC3CCCC3)CC2)cc1,2.2
CCOc1cc(C(=O)Nc2cc3c(cc2N2CCOCC2)n(C)c(=O)n3C)cc(OCC)c1OCC,1.4
Cc1ncoc1C(=O)Nc1ccc2c(c1)OCCO2,-2.3
COc1ccc(Nc2cc(C)nc3ncnn23)cc1,0.8
Cc1ccc(-c2csc(N(C)C(=O)c3c(C)nn(-c4ccccc4)c3Cl)n2)cc1,1.0
C[C@@H]1CN([C@H](C)CO)C(=O)c2c(c3ccccc3n2C)-c2ccccc2CO[C@H]1CN(C)Cc1ccccc1,1.1
CC[C@@H]1C=C(C(=O)O)[C@H](c2ccc3c(c2)OCO3)N1S(=O)(=O)c1ccc(C)cc1,0.1
O=C(NCc1ccccc1)c1ccc(=O)[nH]n1,2.1
CCC(=O)N1CCc2cc(S(=O)(=O)CCC(=O)Nc3ccc(F)c(F)c3)ccc21,2.2
CC(C)NC(=O)Nc1ccc2c(c1)C(=O)N([C@H](C)CO)C[C@H](C)[C@@H](CN(C)S(=O)(=O)c1ccc(F)cc1)O2,1.2
Cc1ccc(S(=O)(=O)c2cc3cc(Br)ccc3oc2=O)cc1,3.4
O=C1CC(SC(=NCc2ccc3c(c2)OCO3)Nc2ccccc2)C(=O)N1 (stereo not drawn),1.0
COc1cc(/C=N/Nc2ccc(Cl)c(C(=O)O)c2)ccc1OC(=O)c1ccc(F)cc1,1.1
Cc1ccccc1CNC(=O)CN(c1cccc([N+](=O)[O-])c1)S(C)(=O)=O,3.7
Cn1c2ccccc2c(=O)c2ccc(-c3ccc4c(c3)OCO4)cc21,-5.4

# Next section; the last five above are carried over.
SMILES,TTR transcr act
Cc1ccc(S(=O)(=O)c2cc3cc(Br)ccc3oc2=O)cc1,3.4
O=C1CC(SC(=NCc2ccc3c(c2)OCO3)Nc2ccccc2)C(=O)N1 (stereo not drawn),1.0
COc1cc(/C=N/Nc2ccc(Cl)c(C(=O)O)c2)ccc1OC(=O)c1ccc(F)cc1,1.1
Cc1ccccc1CNC(=O)CN(c1cccc([N+](=O)[O-])c1)S(C)(=O)=O,3.7
Cn1c2ccccc2c(=O)c2ccc(-c3ccc4c(c3)OCO4)cc21,-5.4
FC(F)Oc1ccccc1NC(=S)NCCc1ccccc1,0.1
O=C(c1ccc(OC2CCN(C/C=C/c3ccccc3)CC2)cc1)N1CCCCC1,0.2
CC(C)(C)OC(=O)NCCc1ccccc1/C=C/S(=O)(=O)NC1CCCC1,3.4
COc1cc(/C=N/NC(N)=S)ccc1OCc1ccc(C)cc1,-3.0
O=C(N/N=C/c1ccc(Cl)cc1)C(=O)N1CCCCCC1,1.5
COc1cccc(C2c3c(oc4ccccc4c3=O)C(=O)N2CCCN2CCOCC2)c1OC (stereo not drawn),0.8
CCOC(=O)c1oc2cc(O)ccc2c(=O)c1-c1ccc(OC)cc1,-2.7
COc1cc(/C=C/c2sc3ccccc3[n+]2CCCS(=O)(=O)[O-])ccc1O,-0.5
O=C(NCc1ccc2c(c1)OCO2)c1ccc(Cl)nc1,0.5
COC(=O)c1sccc1N/N=C(\C)c1ccc(F)c(Cl)c1,0.2
Nc1nnc(CC(=O)N2CCCCC2)s1,-0.1
COc1cc(OC)c(C(=O)C=Cc2ccc(OC)c(OC)c2)c(OC)c1,-0.4
CC(C)n1cc(/C=C(\C#N)S(=O)(=O)c2ccccc2)c2ccccc21,0.9
CCOC(=O)C1=C(C)C2C3C(=O)N(c4ccccc4C)C(=O)C3C1(C)C1C(=O)N(c3ccccc3C)C(=O)C21 (stereo not drawn),0.4
CN(C)c1ccc(/C=N/NC(=S)NCc2ccco2)cc1,-1.5
CCOc1ccc2nc(SCC(=O)NC3CC3)sc2c1,-1.6
N#Cc1ccc(C(=O)CSc2n[nH]c(=O)n2-c2cccnc2)cc1,0.8
COc1ccccc1NC(=O)NCc1nc(-c2ccc(C(F)(F)F)cc2)no1,-1.8
O=C(CNc1cc(S(=O)(=O)N2CCOCC2)ccc1N1CCOCC1)Nc1cccc(C(F)(F)F)c1,0.3
COc1ccc(C(C)=O)cc1CC1(C)C(=O)Nc2ccc(OC(F)(F)F)cc21 (stereo not drawn),0.0
COc1cccc(CNC(=O)c2cc(C)nc3ccccc23)c1,1.7
Cc1ccc(C(=O)NC(=S)NCCCN2CCOCC2)cc1,1.3
COc1ccc(OC)c(NC(=O)c2sc3nc(Cc4ccccc4)cc(C(F)(F)F)c3c2N)c1,4.3
Cc1nc2cc(NCc3ccc(Cl)cc3)ccc2n1C,-0.7
O=C(NCc1ccccn1)[C@@H]1CCCN1C(=O)[C@@H]1CCCN1C(=O)c1cccc2ccccc12,-1.3
CCOC(=O)C1CCN(C(=S)Nc2ccc(Cl)cc2C)CC1,0.1
Cc1nn2c(CN(C(=O)c3ccco3)c3ccccc3)nnc2c2ccccc12,4.5
O=C(Nc1cccc(S(=O)(=O)NCc2ccco2)c1)c1cc(-c2ccccc2)nc2ccccc12,-3.6
Cc1cccc(C)c1-n1nnnc1C(c1ccnc2ccccc12)N1CCN(C(=O)OC(C)(C)C)CC1 (stereo not drawn),-1.8
CCOC(=O)c1ccccc1N/C=C/C(=O)c1cccs1,-1.3
COC(=O)c1ccc(C2c3[nH]c4ccccc4c3C[C@H]3C(=O)N(C4CCN(Cc5ccccc5)CC4)CC(=O)N23)cc1 (stereo partly drawn),-1.7
COc1ccc(CNC(=O)c2cccc(NC(=O)CC3SC(N4CCCCC4)=NC3=O)c2)cc1 (stereo not drawn),0.6
C[C@@H](CN=[N+]=[N-])CN1CC[C@H](NC(=O)OCc2ccccc2)CCC1=O,5.5
CNc1nc2ccccc2n1CC(=O)c1ccccc1,0.6
CC(C)(C)c1ccc(C(=O)N/N=C/c2ccc(OCCCF)cc2)cc1,-2.5
CCN(Cc1ccccc1)C(=O)c1ccccc1C,5.9
CN1c2ccccc2N(C)C1(C)c1ccccc1,-0.3
COc1cc([N+](=O)[O-])cc(/C=N/NC(=O)C(C)Nc2ccccc2C)c1O (stereo not drawn),1.6
COC[C@@H]1CCCN1c1cccc2c1S(=O)(=O)N1CC[C@H](C1)O2,-0.1
C/C(=C\c1ccccc1)C(=O)c1c(C)cc(C)[nH]c1=O,-0.6
COc1ccc(NC(=O)c2ccc(-c3c(C)noc3C)c3ccoc23)cn1,-1.3
CCC(=O)N(c1ccccc1)C1CCN(C(=O)C(Cc2ccccc2)NC(C)=O)CC1 (stereo not drawn),-1.1
Cc1cc(OCCCC(=O)NCCN2C(=O)S/C(=C\c3cccnc3)C2=O)ccc1Cl,-1.8
Fc1c(-c2ccc3ncnc(NCc4cccs4)c3c2)ccc2c1OCO2,2.2
O=C(NCc1ccco1)c1[nH]c(C(F)(F)F)nc1-c1ccccc1,7.8
COc1ccccc1C(=O)Nn1c(-c2cccs2)nc2ccccc2c1=O,-0.9
O=C(O)CCC(=O)Nc1nc2ccc([N+](=O)[O-])cc2s1,3.4
COc1ccc(C(C(=O)NC(C)(C)C)N(CCC(C)C)C(=O)CCC(=O)Nc2cc(C)on2)cc1 (stereo not drawn),-0.5
CCOC(=O)/C(=N\Nc1ccccc1[N+](=O)[O-])c1csc(Nc2ccccc2)n1,0.0
CCCCSc1nnc([C@H](C)NC(=O)OC(C)(C)C)o1,-1.8
Cc1cccc(NC(=O)CNC(=O)[C@H]2O[C@@H](n3cnc4c(N)ncnc43)[C@H](O)[C@@H]2O)c1C,0.3
CCCCNC(=O)N1CCN(c2ncccn2)CC1,2.2
CN(CC(=O)Nc1ccc(Cl)cc1)C(=O)c1cc(-c2cccs2)nn1-c1ccccc1,0.4
Cc1ccc(-c2ccc(C3=CC(=O)CC(C)(C)C3=O)cc2)cc1,0.4
Cc1ccc(C)c(Cn2c(O)c(N=NC(=S)Nc3ccccc3F)c3ccccc32)c1,1.0
Clc1ccccc1OCc1nc(-c2ccncc2)no1,-0.7
COC(=O)c1cc(S(=O)(=O)NCC2CCN(Cc3ccc(Cl)cc3)CC2)cn1C,0.1
COCCNC(=O)Cn1cc(C(=O)c2ccco2)c2ccccc21,4.1
COc1cccc2cc(C(=O)OC3CCN(C)CC3)c(=O)oc12,6.0
O=C(Cc1c[nH]c2ccccc12)NCc1ccc(Cl)cc1Cl,0.2

# A section of the results above:
SMILES,TTR transcr act
CCC(=O)N(c1ccccc1)C1CCN(C(=O)C(Cc2ccccc2)NC(C)=O)CC1 (stereo not drawn),-1.1
Cc1cc(OCCCC(=O)NCCN2C(=O)S/C(=C\c3cccnc3)C2=O)ccc1Cl,-1.8
Fc1c(-c2ccc3ncnc(NCc4cccs4)c3c2)ccc2c1OCO2,2.2
O=C(NCc1ccco1)c1[nH]c(C(F)(F)F)nc1-c1ccccc1,7.8
COc1ccccc1C(=O)Nn1c(-c2cccs2)nc2ccccc2c1=O,-0.9

# Remaining list, next part
SMILES,TTR transcr act
COc1ccc2c(ccc[n+]2CC(=O)c2ccc(C)cc2)c1,2.1
Cc1ccccc1N1CCN(C2CCCN(C(=O)c3noc4c3CCCC4)C2)CC1 (stereo not drawn),-1.4
COC(=O)CNc1nc(C2CC2)nc2c1nnn2Cc1ccccc1Cl,-1.0
CCn1c(-c2ccc(C(C)(C)C)cc2)n[nH]c1=S,-0.8
COc1cc2c(cc1NC(=O)Nc1cccc(C)c1)oc1ccccc12,0.5
NC(=O)c1ccc(-n2nnnc2SCc2ccc(F)cc2)cc1,-1.6
COC(=O)[C@@H]1CCCN1Cc1c(C(=O)N2CCOCC2)nc2c(C)cccn12,2.6
CCOc1cccc(C2/C(=C(/O)c3ccc4c(c3)CC(C)O4)C(=O)C(=O)N2CCN2CCOCC2)c1 (stereo not drawn),1.1
O=C(Nc1cccc(C(=O)N2CCCCC2)c1)C1CCC1,0.2
COCC(=O)N(C)C[C@H]1N[C@@](Cc2ccccc2)(C(=O)OC)[C@H]2C(=O)N(C)C(=O)[C@@H]12,-0.6
FC(F)(F)c1nc(-c2ccccc2)ncc1-c1nnnn1-c1ccccc1,-0.4
O=c1[nH]c(CSc2ccccn2)nc2ccccc12,-1.5
O=[N+]([O-])c1cccnc1Sc1ccc(F)cc1,-1.5
CC1CCCCN1C(=O)c1cc2nc(-c3ccccc3)cc(-c3ccccc3)n2n1 (stereo not drawn),-1.9
O=C(CCCc1ccccc1)N1CCN(c2ccc([N+](=O)[O-])cc2)CC1,-4.2
COc1ccc(OC)c(NC(=O)CC(NC(C)=O)c2ccccc2)c1 (stereo not drawn),-0.2
O=C(Nc1ccc(F)cc1)OC[C@@H]1CSCCS(=O)(=O)N1,1.4
CCC(CO)Oc1cc(NCc2ccc(C(=O)O)cc2)c2ncn(C(C)C)c2c1 (stereo not drawn),3.9
O=C(OCC(=O)N1CCCC1)c1cc(Cl)ccc1Cl,-2.0
O=[N+]([O-])c1cc(-c2cnc3ccccc3n2)ccc1Oc1ccc(F)cc1,1.0
O=C(NC1CCCCC1)C1c2ccccc2OCC(=O)N1CCc1c[nH]c2ccccc12 (stereo not drawn),1.0
CC(OC(=O)c1cccs1)C(=O)NCCc1ccccc1 (stereo not drawn),0.7
